High-throughput results as filed in PubChem.
aDG glyco up – increases alpha dystroglycan glycosylation; activation, % at 10 µM; 360,000 tested, 0.22% active; Pro5-aDG cells, alpha-DG glycosylation AlphaScreen (IIH6); 0% Pro5, 100% B10-LARGE cell signal;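 active = activation of at least 8% versus controls, or a plate z-score of at least 8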;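 also: Pro5 are CHO cells carrying HIG-tagged alpha-DG that lacks glycosylation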
MC4R barr agon – human MC4R agonism via beta-arrestin. 360,000 tested, 0.98% active. U2OS MC4R beta-arrestin complementation, luminescence; percent of melanotan II response, DMSO zero. P32245. activation, % at 8.9 µM. AID 540308;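 active = activation above a per-plate cutoff, the mean activation of sample wells on that plate plus 3 SD, cut at about 8% in these data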
Target sequence (P32245 whole entry, looked up): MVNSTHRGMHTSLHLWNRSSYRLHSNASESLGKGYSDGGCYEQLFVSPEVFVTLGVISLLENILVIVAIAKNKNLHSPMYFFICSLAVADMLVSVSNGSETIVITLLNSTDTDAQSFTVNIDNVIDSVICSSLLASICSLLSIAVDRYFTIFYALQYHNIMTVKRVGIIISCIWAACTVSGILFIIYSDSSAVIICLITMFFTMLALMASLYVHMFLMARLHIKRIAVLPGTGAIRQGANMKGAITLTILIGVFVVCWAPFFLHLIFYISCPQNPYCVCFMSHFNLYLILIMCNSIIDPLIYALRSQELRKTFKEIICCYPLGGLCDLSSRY
CaV13 ICDI inh – Disruptors of the CACNA1D IQ motif to Ca2+-dependent inactivation inhibitor domain association, primary screening, Förster resonance energy transfer in intact living … | HEK cells, CFP/YFP FRET ICDI-IQ, plate reader, 10 min; percent FRET-ratio fall versus neutral wells | inhibition, % at 12.3 µM | 340,000 tested, 0.098% active | AID 743397;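 active = mean replicate inhibition of at least 30% and at least 1% of replicates passing that level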;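 also: 0% = median of the neutral control wells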
m5-HT2A agonist – mouse HTR2A agonism via beta-arrestin recruitment; P35363; CHO-K1 mHTR2A beta-arrestin complementation, luminescence; percent of 30 µM serotonin response; activation, % at 7.6 µM; 360,000 tested, 0.66% active;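 active = activation above a run cutoff, the mean activation of all tested compounds plus 3 SD, cut at about 14% in these data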;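 also: 0% = plate median of compound wells and 100% = 30 µM serotonin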
Target sequence (P35363 whole entry, looked up): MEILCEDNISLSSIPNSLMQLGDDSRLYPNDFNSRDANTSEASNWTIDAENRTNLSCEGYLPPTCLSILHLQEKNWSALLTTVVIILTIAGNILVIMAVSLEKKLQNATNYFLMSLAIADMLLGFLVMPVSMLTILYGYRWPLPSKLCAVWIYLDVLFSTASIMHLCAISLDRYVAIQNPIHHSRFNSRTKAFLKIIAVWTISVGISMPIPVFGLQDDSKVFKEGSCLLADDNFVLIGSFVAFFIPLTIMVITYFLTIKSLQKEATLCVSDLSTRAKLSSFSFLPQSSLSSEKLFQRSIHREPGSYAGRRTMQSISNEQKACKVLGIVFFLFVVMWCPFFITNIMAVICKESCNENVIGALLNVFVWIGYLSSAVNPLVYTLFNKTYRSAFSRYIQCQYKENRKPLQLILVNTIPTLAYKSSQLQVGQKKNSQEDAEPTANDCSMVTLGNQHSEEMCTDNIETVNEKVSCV
N-glyco inh – blocks N-linked glycosylation in D54 reporter cells | D54 ERlucT glycosylation luciferase reporter, 24 h; percent of 100 nM tunicamycin response | reporter increase, % at 12.5 µM | 360,000 tested, 0.23% active | AID 588692;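 active = mean luciferase reporter signal, scaled so untreated is 0 and the glycosylation-blocking control 100, at or above a set limit in every replicate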;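 also: luciferase carries N-glycosylation sites so blocking glycosylation raises the light; 0% = median of neutral control wells and 100% = median of 100 nM tunicamycin wells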
MC4R antag cAMP – blocks human MC4R cAMP signaling | P32245 | inhibition, % at 6.5 µM | MC4R-expressing cells, MTII-stimulated cAMP, LANCE TR-FRET | AID 540295 | 360,000 tested, 0.48% active;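 active = inhibition above its plate's cutoff, the mean of tested wells on that plate plus 3 SD, cut at about 29% in these data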;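 also: 0% = Melanotan II alone and 100% = Melanotan II plus saturating MCL0020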
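material = U2OS cells stably expressing human melanocortin 4 receptor (MC4R) | also added = Melanotan II challenge | dosing = single nominal compound dose of 6.5 µM | detection = TR-FRET with Eu-cAMP and labeled anti-cAMP, 671 nm | replication = singlicate | timing = compound 30 min, challenge 1 h, detection 1 h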
ABCB6 inh MLPCN – blocks the human ABCB6 transporter | Q9NP58 | K562-ABCB6 porphyrin accumulation, flow cytometry, 1 h; stronger effect = lower value | fluorescence ratio to DMSO, % at 10 µM | 360,000 tested, 0.19% active;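 active = fluorescence ratio to DMSO below 75%, the collection mean minus 3 SD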;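 also: signal is porphyrin accumulated inside mitochondria; 100% equals median channel fluorescence of DMSO control wells; lower ratio means ABCB6 inhibition with less porphyrin fluorescence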
H9c2 protect – protects H9c2 cardiomyocytes from peroxide injury. H2O2 injury protection, ATPLite, 2 h. protection from H2O2 cell death, % at 20 µM. 360,000 tested, 0.63% active;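 active = compounds giving at least 50% protection of heart cells from peroxide-induced death in the single-dose screen, raw or plate-pattern-corrected value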;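 also: 0% = DMSO wells with peroxide and 100% = DMSO wells without peroxide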
Vif inh – HIV Vif inhibition; HEK293T cells, Vif self-association by quenched fluorescence, imaging, 24 h; inhibition, % at 7.49 µM; 340,000 tested, 0.35% active; AID 602346; in the data active = inhibition above about 50%, passing the limit was not always enough; also: some results filed as inactive read as strong as hits
PDI turbidity – PDI (human) enzyme inhibition; inhibition, % at 10 µM; 350,000 tested, 0.052% active; PDI insulin aggregation turbidity, A650, 90 min; AID 588391;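 active = mean inhibition across replicates of 30% or more, whatever share of single replicates reach that level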;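 also: absorbance from insulin aggregation driven by PDI reduction with DTT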
Numbers without * were called inactive; . = no result given.

no.	SMILES	aDG glyco up	MC4R barr agon	CaV13 ICDI inh	m5-HT2A agonist	N-glyco inh
1	CC(=O)Nc1ccc(C(=O)OCCCOC(=O)c2ccc(NC(C)=O)cc2)cc1	-0.1	-3.1	-7	2	0
2	COc1ccc(C(CCN2CCOCC2)c2c(O)cc(OC)cc2OC)cc1 (centres undefined)	0.0	0.2	-17	-4	-1
3	COc1ccc(Cc2nc3ccc(C(=O)NCCc4ncccc4C)cc3o2)cc1OC	-0.2	0.6	-10	11	-2
4	COc1ccc(NC(=O)C2CCN(C(=O)Cc3ccccc3)CC2)c(OC)c1	0.1	-0.7	-4	1	1
5	CCOCCCNC(=O)c1cn(C)c2ccc(S(=O)(=O)N3CCCC3)cc2c1=O	0.0	-2.6	-14	4	3
6	CCSc1nnc(NC(=O)c2ccccn2)s1	1.1	-1.0	-3	6	-6
7	O=C(NC12CC3CC(CC(C3)C1)C2)c1cccc([N+](=O)[O-])c1	-0.1	0.2	-19	-1	-2
8	COc1ccccc1NC(=O)Cc1csc(NC(=O)c2ccccc2)n1	0.3	-1.9	4	10	-2

no.	MC4R antag cAMP	ABCB6 inh MLPCN	H9c2 protect	Vif inh	PDI turbidity
1	1	95	10	-2	10
2	0	101	7	-3	10
3	12	92	8	.	-5
4	4	100	-1	2	-2
5	11	103	2	11	1
6	0	100	14	.	-7
7	2	99	-4	-3	0
8	0	95	-2	-6	-6

Looked up one by one from above (2):
no.	SMILES	aDG glyco up	MC4R barr agon	CaV13 ICDI inh	m5-HT2A agonist	N-glyco inh
4	COc1ccc(NC(=O)C2CCN(C(=O)Cc3ccccc3)CC2)c(OC)c1	0.1	-0.7	-4	1	1
7	O=C(NC12CC3CC(CC(C3)C1)C2)c1cccc([N+](=O)[O-])c1	-0.1	0.2	-19	-1	-2

no.	MC4R antag cAMP	ABCB6 inh MLPCN	H9c2 protect	Vif inh	PDI turbidity
4	4	100	-1	2	-2
7	2	99	-4	-3	0

(listing goes on)
no.	SMILES	aDG glyco up	MC4R barr agon	CaV13 ICDI inh	m5-HT2A agonist	N-glyco inh
9	COc1ccc(N2C(=NC(=O)CCC3CCCC3)SC3CS(=O)(=O)CC32)cc1 (centres undefined)	0.0	-2.2	-2	2	-1
10	O=C(c1ccc([N+](=O)[O-])o1)N1CCN(c2nc3ccc(F)cc3s2)CC1	5.1*	-3.8	-5	-5	11
11	O=C(CSc1nc(O)cc(=O)[nH]1)N1CCCc2ccccc21	1.5	-1.3	-4	-3	1
12	O=C(Cc1ccccc1)Nc1nnc(-c2ccccc2)o1	-0.1	1.4	-6	6	4
13	CN(CC(=O)Nc1ccc(OC(F)(F)F)cc1)S(=O)(=O)c1cnc[nH]1	1.3	-0.3	-7	3	1
14	Cc1ccc(CN2C(=O)CCC2C(=O)NCCCN2CCOCC2)cc1 (centres undefined)	-0.1	-1.0	.	3	-1
15	CC(=O)c1c(C)n([O-])c2ccccc2[n+]1=O	0.1	1.9	-3	4	2
16	CC(C)N(C)CCOC(=O)C1COc2ccccc2O1 (centres undefined)	-0.2	-0.9	-14	3	0

no.	MC4R antag cAMP	ABCB6 inh MLPCN	H9c2 protect	Vif inh	PDI turbidity
9	16	100	-6	1	6
10	18	101	-6	0	-7
11	4	97	-6	-5	-8
12	3	104	7	-2	4
13	17	105	3	11	-2
14	16	109	8	11	-1
15	7	88	-2	-11	-12
16	-1	94	-1	-19	9

Remaining list, next part.
no.	SMILES	aDG glyco up	MC4R barr agon	CaV13 ICDI inh	m5-HT2A agonist	N-glyco inh
17	Cc1ccc(C)c(C2=CSC3=NS(=O)(=O)CCN23)c1	-0.2	-0.3	-4	1	1
18	Cc1c(C2(O)CCCCC2)[nH]c2ccc(C(F)(F)F)cc12	-0.2	3.8	-10	0	-9
19	Nc1ncc(C(=O)O)c(-c2ccccc2)n1	-0.3	-0.1	-2	-3	-4
20	O=S(=O)(c1cccc(S(=O)(=O)N2CCCC2)c1)N1CCCCC1	-0.1	-1.6	-7	5	0
21	CCSc1nnc(-c2ccccc2N)c(=O)[nH]1	-0.1	0.6	-2	-1	1
22	CN1CCN(S(=O)(=O)c2ccc(Br)s2)CC1	-0.1	1.9	-5	0	-1
23	Cc1ccccc1N1C(=O)C2C3CC(=O)C(c4ccccc43)C2C1=O (centres undefined)	0.1	-1.2	-19	2	2
24	COc1cc(-c2noc(C)c2C#Cc2ccccn2)cc(OC)c1OC	-0.2	-1.6	-6	3	17

no.	MC4R antag cAMP	ABCB6 inh MLPCN	H9c2 protect	Vif inh	PDI turbidity
17	5	101	2	9	6
18	5	98	-21	-1	-4
19	4	101	-2	8	5
20	4	101	-1	2	14
21	0	98	-8	-6	20
22	4	102	0	-1	-13
23	8	96	0	-6	-10
24	-31	99	4	-2	-1

An excerpt from above in order of heavy-atom count, smallest number first:
no.	SMILES	aDG glyco up	MC4R barr agon	CaV13 ICDI inh	m5-HT2A agonist	N-glyco inh
19	Nc1ncc(C(=O)O)c(-c2ccccc2)n1	-0.3	-0.1	-2	-3	-4
21	CCSc1nnc(-c2ccccc2N)c(=O)[nH]1	-0.1	0.6	-2	-1	1
17	Cc1ccc(C)c(C2=CSC3=NS(=O)(=O)CCN23)c1	-0.2	-0.3	-4	1	1
16	CC(C)N(C)CCOC(=O)C1COc2ccccc2O1 (centres undefined)	-0.2	-0.9	-14	3	0
12	O=C(Cc1ccccc1)Nc1nnc(-c2ccccc2)o1	-0.1	1.4	-6	6	4
11	O=C(CSc1nc(O)cc(=O)[nH]1)N1CCCc2ccccc21	1.5	-1.3	-4	-3	1
20	O=S(=O)(c1cccc(S(=O)(=O)N2CCCC2)c1)N1CCCCC1	-0.1	-1.6	-7	5	0
23	Cc1ccccc1N1C(=O)C2C3CC(=O)C(c4ccccc43)C2C1=O (centres undefined)	0.1	-1.2	-19	2	2
24	COc1cc(-c2noc(C)c2C#Cc2ccccn2)cc(OC)c1OC	-0.2	-1.6	-6	3	17
9	COc1ccc(N2C(=NC(=O)CCC3CCCC3)SC3CS(=O)(=O)CC32)cc1 (centres undefined)	0.0	-2.2	-2	2	-1

no.	MC4R antag cAMP	ABCB6 inh MLPCN	H9c2 protect	Vif inh	PDI turbidity
19	4	101	-2	8	5
21	0	98	-8	-6	20
17	5	101	2	9	6
16	-1	94	-1	-19	9
12	3	104	7	-2	4
11	4	97	-6	-5	-8
20	4	101	-1	2	14
23	8	96	0	-6	-10
24	-31	99	4	-2	-1
9	16	100	-6	1	6

Remaining list, next part
no.	SMILES	aDG glyco up	MC4R barr agon	CaV13 ICDI inh	m5-HT2A agonist	N-glyco inh
25	O=C(Nc1ccc(Cl)cc1Cl)NC1CCCC1	1.1	1.3	-7	-2	-1
26	O=C1/C(=C\c2ccco2)NC(=S)N1c1ccccc1	0.0	0.7	-24	11	4
27	O=C(Cc1c(F)cccc1Cl)Nc1ccc(-n2cnnn2)cc1	0.1	2.1	-6	0	0
28	CC1(C)Oc2ccc3ccc(=O)oc3c2/C(=C/Nc2ccc(O)cc2)C1=O	-0.8	11*	-7	5	-3

no.	MC4R antag cAMP	ABCB6 inh MLPCN	H9c2 protect	Vif inh	PDI turbidity
25	-6	95	-4	3	0
26	9	115	0	3	5
27	14	96	-5	-1	2
28	24	91	17	-7	-3
